TDP1 block: qHTS Assay for Inhibitors of Tyrosyl-DNA Phosphodiesterase (TDP1); recombinant TDP1, AlphaScreen DNA substrate cleavage; Potency, µM (doses to about 130 µM), without a hit: at the top dose activity change, negative = inhibition, actives largely listed as inhibitors; actives 0.28% (n = 350,000); AID 485290, 2010; also: nearly all actives have a fitted effect of over 40% in size
Target sequence (Q9NUW8 whole entry, looked up): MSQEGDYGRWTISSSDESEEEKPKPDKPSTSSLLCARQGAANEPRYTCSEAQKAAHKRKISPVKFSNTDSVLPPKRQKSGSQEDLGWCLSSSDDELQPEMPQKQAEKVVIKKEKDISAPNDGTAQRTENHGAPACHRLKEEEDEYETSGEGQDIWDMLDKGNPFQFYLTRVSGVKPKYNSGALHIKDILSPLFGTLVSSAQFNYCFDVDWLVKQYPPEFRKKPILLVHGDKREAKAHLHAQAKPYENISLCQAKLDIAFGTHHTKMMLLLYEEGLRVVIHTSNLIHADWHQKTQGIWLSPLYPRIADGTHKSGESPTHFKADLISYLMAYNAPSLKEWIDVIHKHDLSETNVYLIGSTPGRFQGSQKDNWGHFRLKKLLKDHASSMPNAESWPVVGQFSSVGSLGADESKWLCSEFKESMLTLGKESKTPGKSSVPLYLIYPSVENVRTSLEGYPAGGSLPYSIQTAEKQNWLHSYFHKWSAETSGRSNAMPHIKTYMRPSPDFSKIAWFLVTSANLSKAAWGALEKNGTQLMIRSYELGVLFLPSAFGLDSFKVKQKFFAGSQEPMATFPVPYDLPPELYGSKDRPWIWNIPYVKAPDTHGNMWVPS
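AlphaScreen read-out: signal falls as enzyme removes the 3' tyrosine-FITC from a 5'-biotinylated DNA oligo (15 nM, 5 min, RT). Enzyme was E. coli-made recombinant Tdp1 at 1 nM, exposed to compound for 15 min beforehand; beads 10 ug/ml, 10 min.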
TDP1 cell noCPT: qHTS for Inhibitors of human tyrosyl-DNA phosphodiesterase 1 (TDP1): qHTS in cells in absence of CPT; DT40 Tdp1-/- hTDP1 cells, no CPT, ATP luminescence, 48 h; Potency, µM (top dose mostly 46.2 µM), for the others: at the top dose activity change, negative = growth inhibition, hits mostly inhibitors; actives 15% (n = 420,000); also: nearly all actives have a fitted effect of over 55% in size
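Chicken DT40 Tdp1-/- cells complemented with human TDP1, screened without camptothecin (DMSO vehicle only), 400 cells/well. Compounds pin-transferred, cells incubated at 37 °C for at least 48 hr. Growth read as ATP-dependent luminescence (CellTiter-Glo, 30 min at RT).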
KAT2A inh: qHTS Assay for Inhibitors of GCN5L2 | Potency, µM (top dose mostly 58.9 µM), for the others: at the highest dose activity change, negative = inhibition, usual class: inhibitors | GCN5L2 HAT assay, ThioGlo1 CoA-SH fluorescence | AID 504327, 2011 | actives 0.21% (n = 390,000)
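Titration-based screen in which CoA formation is detected via maleimide probe ThioGlo1 (50uM) turning fluorescent on thiol reaction; substrates H3(1-25) 75uM and acetyl-CoA 70uM, GCN5L2 20nM, 20 min incubation at room temperature.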
The depositor's hits bear a star; ? = inconclusive; . = no result given; & = joins results of further samples; [ ] = dose if it differs, or a comment. Calls follow the shape of the dose curve; as a rule, active = well fitted curve in the direction sought with a large enough effect; inconclusive = small, poorly fitted or top-dose-only effect, or another doubt; inactive = no such curve, though single readings can be large; an effect the other way counts as inactive or inconclusive. % is scaled to controls: 0 for no effect and ±100 for the full control effect; potency is read from the fitted curve at half-maximal effect. This is a subset; rates above refer to the full screens.

SMILES	TDP1 block	TDP1 cell noCPT	KAT2A inh
Cc1cc2c(cc1S(=O)(=O)N1CCN(c3ccccc3F)CC1)OCC(=O)N2	1%	-15%	-1%
COc1ccc(C(=O)CN(Cc2ccccc2)C2=NCCS2)cc1	3%	?	-19%
N#C/C(=C\c1cccnc1)c1nc2ccccc2[nH]1	7%	5.8µM*	-20%
CC[C@@H]1C=C(C(=O)O)[C@H](c2ccc(Cl)cc2)N1S(=O)(=O)c1ccc(C)cc1	2%	-7%	1%
COc1cc(-c2ccc(=O)[nH]n2)ccc1OC(F)F	3%	-1%	-6%
O=C(Cc1coc(-c2ccc(F)cc2)n1)NC1CCCCC1	3%	?	4%
CCOCCCNC(=O)C(Cc1ccccc1)NS(=O)(=O)c1ccc2c(c1)c(=O)n(C)c(=O)n2C (centres undefined)	5%&7%	8%&-19%	-1%&0%
N#Cc1cccc(NC(=O)CC2CCCC2)c1	3%[0.0935 µM]	-15%	3%
CC(CC(=O)Nc1ccc(-c2ccno2)cc1)n1cccn1 (centres undefined)	6%	-2%	-6%
COCCN1C(=O)N[C@H](c2cccc(C(F)(F)F)c2)C(C(=O)OC)=C1C	7%&-4%	.	0%
O=C(Nc1cccc(-c2ccc(N3CCOCC3)nn2)c1)c1ccccc1Cl	7%	-22%	-2%
OC1CCN(Cc2cccc3ccccc23)CC1	.	6%	1%
O=C(NCc1ccc(Cl)cc1)C1CCN(S(=O)(=O)c2ccc3c(c2)CCCN3C(=O)C2CCC2)CC1	7%	21µM*	-15%
C[n+]1nc(Nc2ccccc2)sc1-c1ccc(O)cc1	.	-29%	-2%
Nc1nc(CCOc2ccc(F)cc2)cs1	3%	-6%	-7%
Cc1ccc2c(c1)-n1c(nc3ccc(C)cc3c1=O)C(Cc1ccc(O)cc1)NC2=O (centres undefined)	4%	.	-8%
OC(CNCc1ccncc1)c1ccccc1 (centres undefined)	.	-8%	17%
COc1ccc(NC(=O)Nc2nnc(N(C)C3CCCCC3)s2)c(OC)c1	6%	?	-5%
COc1ccc(O)c(C(=O)c2cnn(-c3ccccc3)c2)c1	8%	-10%	-11%
Cc1ccc(C(=O)N/C(=C/c2cccs2)C(=O)NCCCn2ccnc2)cc1	1%	-3%	2%
COC(=O)C1=C(C)NC(=O)C1(NC(=O)c1ccc(Cl)cc1)C(F)(F)F (centres undefined)	9%	2%	1%
CCOc1ccc(S(=O)(=O)N(CC(=O)Nc2cccnc2)c2ccc(F)cc2)cc1	4%[56.1 µM]	?	-12%
CCc1nc2nc(C)c(NS(=O)(=O)c3ccc(Cl)s3)c(=O)n2[nH]1	-7%	-4%	-6%
COc1ccc(-c2nc(CN3CCC(C(=O)N4CCOCC4)CC3)c(C)o2)c(OC)c1	2%	5%	?

Given bar-delimited: part of the list above.
Compound | TDP1 block | TDP1 cell noCPT | KAT2A inh
CCOCCCNC(=O)C(Cc1ccccc1)NS(=O)(=O)c1ccc2c(c1)c(=O)n(C)c(=O)n2C (centres undefined) | 5%&7% | 8%&-19% | -1%&0%
N#Cc1cccc(NC(=O)CC2CCCC2)c1 | 3%[0.0935 µM] | -15% | 3%
CC(CC(=O)Nc1ccc(-c2ccno2)cc1)n1cccn1 (centres undefined) | 6% | -2% | -6%
COCCN1C(=O)N[C@H](c2cccc(C(F)(F)F)c2)C(C(=O)OC)=C1C | 7%&-4% | . | 0%
O=C(Nc1cccc(-c2ccc(N3CCOCC3)nn2)c1)c1ccccc1Cl | 7% | -22% | -2%
OC1CCN(Cc2cccc3ccccc23)CC1 | . | 6% | 1%
O=C(NCc1ccc(Cl)cc1)C1CCN(S(=O)(=O)c2ccc3c(c2)CCCN3C(=O)C2CCC2)CC1 | 7% | 21µM* | -15%
C[n+]1nc(Nc2ccccc2)sc1-c1ccc(O)cc1 | . | -29% | -2%
Nc1nc(CCOc2ccc(F)cc2)cs1 | 3% | -6% | -7%
Cc1ccc2c(c1)-n1c(nc3ccc(C)cc3c1=O)C(Cc1ccc(O)cc1)NC2=O (centres undefined) | 4% | . | -8%
OC(CNCc1ccncc1)c1ccccc1 (centres undefined) | . | -8% | 17%
COc1ccc(NC(=O)Nc2nnc(N(C)C3CCCCC3)s2)c(OC)c1 | 6% | ? | -5%
COc1ccc(O)c(C(=O)c2cnn(-c3ccccc3)c2)c1 | 8% | -10% | -11%
Cc1ccc(C(=O)N/C(=C/c2cccs2)C(=O)NCCCn2ccnc2)cc1 | 1% | -3% | 2%
COC(=O)C1=C(C)NC(=O)C1(NC(=O)c1ccc(Cl)cc1)C(F)(F)F (centres undefined) | 9% | 2% | 1%

Later entries
SMILES	TDP1 block	TDP1 cell noCPT	KAT2A inh
O=C1c2cccc3cccc(c23)C(=O)N1OS(=O)(=O)c1ccc(Br)cc1	2%	10µM*	-3%
COc1ccc(Cl)cc1NC(=O)CN(C)CC(=O)Nc1c(C)n(C)n(-c2ccccc2)c1=O	2%	?	-3%
COc1ccccc1CN1CCCC2(CCN(C(C)=O)CC2)C1	.	4%	-4%
O=C(COc1ccc(-c2ccccc2)cc1)N/N=C/c1cc(O)ccc1Br	4%	16µM*	-6%
COCCNC(=S)Nc1ccc2[nH]c(=O)[nH]c2c1	2%	6%	-1%
OCC(O)CSc1nc(-c2ccccc2)nc2c1CCC2 (centres undefined)	5%	-15%	1%
Cc1cccc(Cn2c(N3CCN(C)CC3)nc3c2c(=O)n(C)c(=O)n3C)c1	.	-5%	-17%
CC1CC(C)CN(Cc2nc3c(c(=O)n(C)c(=O)n3C)n2CCN2CCOCC2)C1 (centres undefined)	2%	-3%	-8%
Cc1c(C(=O)O)[nH]c2c1C(=O)CC(c1ccc(Cl)cc1)C2 (centres undefined)	5%	-7%	-2%
O=C(C1CC(=O)N(c2ccc(Cl)cc2)C1)N1CCN(Cc2ccc3c(c2)OCO3)CC1 (centres undefined)	.	?	-5%
C/C(=N\Nc1ccc(C#N)cc1[N+](=O)[O-])c1ccc(O)cc1	4%	-16%	-9%
O=C(COc1ccc(Cl)cc1Cl)NC(=S)Nc1ccc(CN2CCOCC2)cc1	3%	-7%	-4%
COc1ccc(Br)cc1C1CC(=O)Nc2c1c(C)nn2-c1nc(C)cc(C)n1 (centres undefined)	3%	18µM*	-6%
COc1ccc(C(=O)N2CCN=C2SC)cc1	5%	4%	-7%
O=C(NCc1ccc2c(c1)OCO2)C1CCCN1C(=O)Nc1ccccc1 (centres undefined)	2%	-9%	2%
COc1ccc(CCC(=O)Nc2nc3ccccc3[nH]2)cc1OC	3%	2%	-6%
COc1cccc(CNC(=O)CN(C)S(=O)(=O)c2ccc3c(c2)c(=O)n(C)c(=O)n3C)c1	-2%	?	-20%&-6%
COc1cc(C(=O)Nc2nonc2-c2ccc(Cl)cc2)cc(OC)c1OC	5%	?	0%
COP(=O)(OC)c1nc(-c2cccc3ccccc23)oc1NCc1ccccc1	-1%	18µM*	-15%
Cc1ccc(Cn2ncc3c(N4CCN(C5CCCC5)CC4)ncnc32)cc1	6%	-26%	-5%
CC1(c2ccc(Cl)cc2Cl)NC(=O)N(CC(=O)NC2CCCCC2)C1=O (centres undefined)	1%	-22%	-5%
CCOC(=O)C1(C)NC(c2cccc(C)c2)C2C(=O)N(c3ccccc3)C(=O)C21 (centres undefined)	.	-8%	-2%
CCOC(=O)c1ccccc1NC(=O)CSc1cn(CC(=O)N2CCOCC2)c2ccccc12	3%	-22%	-7%
CC1(C)N=C(N)N=C(N)N1c1cccc(C(=O)O)c1	0%	-5%	3%
CC(C)CCN1CCN(CC(c2ccccc2)c2ccccc2)CC1CCO (centres undefined)	3%	21µM*	-2%
c1ccc2c(CSCCc3ccncc3)cccc2c1	0%	21µM*	-13%
COc1ccccc1OCCOc1ccc(/C=N/n2cnnc2)cc1	0%	-6%	-4%
Cc1ccc(C(=O)NCCNS(=O)(=O)c2ccccc2[N+](=O)[O-])cc1	.	2%	-9%
COc1cccc(-c2cc(C(F)(F)F)nc(N3CCCCC3)n2)c1	.	-12%	-15%
O=C(c1ccc(Cl)cc1)C1CCN(CC(=O)N2CCCCC2)CC1	8%	?	-3%
Cc1ccc(-n2c(C)nnc2SC(C)C(=O)N2CCCC2)cc1 (centres undefined)	.	-22%	-1%
CCOCCn1ccc2c(OCC(=O)Nc3ccccc3F)cccc2c1=O	4%	?	-13%
CN(Cc1c(F)cccc1Cl)c1nnnn1-c1ccccc1	0%	-29%	-9%
COc1ccc(CNC(=O)C2CCCN(S(=O)(=O)c3ccc4c(c3)C(C)(C)C(=O)N4C)C2)cc1 (centres undefined)	.	?	-3%
CN(C)CCCN=c1cc(-c2ccccc2)oc2ccc(Cl)cc12	7%	?	-7%
CCCc1cc(C(=O)Nc2nnc(C)s2)cs1	2%	-6%	-1%
CCCCC(NC(=O)COc1cc2c(c3oc(=O)cc(C)c13)CCC(C)(C)O2)C(=O)O (centres undefined)	.	-6%	35µM*
CCC1CSC(Nc2ccc(C(=O)/C=C/c3ccc(Oc4ccccc4)cc3)cc2)=N1 (centres undefined)	-3%	16µM*	-17%
CN(CCC(=O)Nc1ccc2c(c1)OCO2)Cc1ccccc1	0%	-6%	-4%
CCOC(=O)c1ccc(NS(=O)(=O)c2ccc3c(c2)CCN3C(=O)CC)cc1	0%	?	-8%
CC1CN=C(N(C(=S)Nc2ccccc2)c2cccc(C(F)(F)F)c2)S1 (centres undefined)	.	?	-2%
Cc1cc(C)c2c(c1)cc(C)c1nnc(SCC(=O)Nc3ccccc3N3CCOCC3)n12	3%	?	39%[activator]
CCN1C(=O)CC(N2CCN(CC(=O)NC(C)C)CC2)C1=O (centres undefined)	1%	-5%	-3%
Cc1ccc(-c2noc(CCCC(=O)NC3CCCCC3)n2)cc1	.	13µM*	-5%
CCCCNC(=S)N/N=C/c1ccc(C#N)cc1	1%	?	-6%
COc1ccc(/C=N\NC(=O)c2ccc(Cn3cc(Br)c([N+](=O)[O-])n3)o2)c(OC)c1C	3%	?	9%
CCCCc1nnc(NC(=O)CSc2nc(O)c(Cc3ccccc3)c(=O)[nH]2)s1	2%	?	-1%
Cc1ccc(CC2SC(N=C(N)N)=NC2=O)cc1 (centres undefined)	.	-1%	-3%
O=c1onc2n1-c1cc(Br)ccc1OC2	18%[56.1 µM]	.	4%
CCc1nc(N)c(C#N)c(-c2cccnc2)c1C	0%	-11%	-16%
CCOC(=O)C1(Cc2ccccc2C)CCCN(C(=O)c2sccc2C)C1 (centres undefined)	0%	?	-7%
CC1(C)C(=O)C2C[C@]3(O)C4=CC(=O)OC(c5ccoc5)[C@]4(C)CCC3[C@](C)(C2=O)C1CC(=O)O (some centres undefined)	-5%[56.1 µM]	-26%	-4%
COc1ccc(NC(=O)CSc2nnc(Cc3cccs3)n2C)cc1	-1%	-16%	1%
Cc1nccn1CC(O)COc1ccc(Cl)cc1Cl (centres undefined)	.	15µM*	2%
CCOC(=O)N1CCN(C(=O)c2ccc3c(c2)N(Cc2ccc(F)cc2)CCS3)CC1	.	9.2µM*	-6%
CCC1CCCCN1CCCNC(=O)c1ccc2nc(N3CCC(C)CC3)sc2c1 (centres undefined)	5%	?	-8%
COCCCN(C(=O)c1ccco1)c1nc(-c2cc(OC)ccc2OC)cs1	2%	?	-8%
Cc1ccc(SCCN2CCN(C)CC2)cc1	5%	18%	-3%
CCCn1c(SCC(=O)Nc2ccccc2C(=O)NC2CC2)n[nH]c1=O	0%	17%	3%
C[C@H]1C(=O)N(C)CCN1C(=O)c1ccccc1OC1CCN(S(C)(=O)=O)CC1	-2%	17%	0%
(cont.)
SMILES	TDP1 block	TDP1 cell noCPT	KAT2A inh
O=C(NCc1ccco1)c1cc([N+](=O)[O-])cc([N+](=O)[O-])c1	-3%	?	1%
Oc1ccc(-c2cc(-c3ccc(O)cc3)nc(-c3ccccc3)n2)cc1	.	?	?
CN(C)c1ccc(-c2nccc(Nc3ccc(F)cc3)n2)cc1	.	?	-27%
O=C(OCc1ccc(Cl)cc1)c1ccccc1C(=O)c1ccccc1	-8%	-5%	-5%
O=C(/C(C=Nc1cccc(C(F)(F)F)c1)=C(/O)c1ccco1)C(F)(F)F	2%	-9%	-4%
Cc1ccc(C2C(C#N)=C(N)N(c3ncn[nH]3)C3=C2C(=O)CC(C)(C)C3)cc1 (centres undefined)	3%	9%	7%
COC(=O)c1cc(NC(=O)c2cc(C(C)(C)C)nn2Cc2cccc(C)c2)ccc1N1CCOCC1	-1%	?	-13%
O=C(Nc1cccnc1)c1ccccc1F	1%	1%	3%
Cc1cc(C)c2nc(N(Cc3cccnc3)C(=O)CCOc3ccccc3)sc2c1	0%	?	-4%
CSC1=NCCN1C(=O)Cc1cccc2ccccc12	1%	8%	-10%
CCC1CCCCN1C(=O)COc1cc(=O)n(C)c2ccccc12 (centres undefined)	3%	-11%	-3%
